High-throughput results from PubChem.
HSF-1 act: increases HSF-1 driven luciferase reporter signal | NIH3T3-HGL HSF-1 luciferase reporter, MG132, 8 h; 100% = twice DMSO control signal | activation, % at 9 µM | hit rate 1.7% among 300,000 | AID 504408;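 active = mean replicate activation of at least 50% with a set share of replicates each reaching 50%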;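 also: 0% = median of the neutral control wells and 100% = twice that signal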
KLF5 inhibitor: kruppel-like factor 5 inhibition; DLD-1 KLF5 promoter-luciferase reporter, luminescence; inhibition, % at 5 µM; hit rate 0.23% among 290,000;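 active = inhibition above a per-plate limit of that plate's mean compound inhibition plus 3 SD, cut at about 60% in these data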;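 also: 0% = DMSO wells and 100% = LY294002 at 200 µM; higher means less KLF5 promoter-driven luciferase light; inactives centre near -14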
IEC-6 tox: kills IEC-6 intestinal cells in KLF5 counter-screen. hit rate 0.78% among 290,000. inhibition, % at 5 µM. AID 1825. IEC-6 cytotoxicity, luminescence viability; in the data active = inhibition above about 22%;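 also: 0% = plate median of test compound wells and 100% = cytotoxic reference compound wells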
aSyn 5UTR inh: 5' untranslated region of α-synuclein, MLPCN primary screen. alpha-synuclein 5'UTR reporter, inhibitor activity. inhibition, % (tested at 7.5 µM). hit rate 0.82% among 300,000; in the data active = inhibition above about 60%;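 also: H4 neuroglioblastoma cells stably carrying SNCA 5'UTR luciferase fusion; 0% = DMSO wells and 100% = positive control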
HSP90 refold inh: blocks HSP90-mediated luciferase refolding in reticulocyte lysate; Rabbit reticulocyte lysate, luciferase refolding luminescence, 3 h; hit rate 0.91% among 290,000; inhibition, % at 5.6 µM; AID 1789;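 active = inhibition above the screen-wide mean plus 3 SD, computed separately per campaign, cut at about 16% in these data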;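 also: 0% = DMSO wells and 100% = 60 µM geldanamycin wells; inhibitors lower the luminescence because luciferase stays unfolded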
HIF act: HIF pathway transcriptional activation; U2OS HRE-luciferase reporter, luminescence; normalized: DMSO 0%, desferrioxamine 100%; activation, % at 7.5 µM (by protocol); hit rate 0.32% among 300,000; AID 1910;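 active = mean activation of at least 10% of the iron chelator positive control signal, with at least half of replicates also reaching 10%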
AI-2 QS modul: modulates the Vibrio harveyi AI-2 quorum sensing system | hit rate 0.4% among 300,000 | Vibrio harveyi JMH597 AI-2 luminescence/OD600 ratio, 9 h; stronger effect = lower value; strain lacks LuxN and CqsS sensors; 0 = neutral-control median | activity change, % at 7.5 µM; in the data active = activity change below about -75%, passing the limit was not always enough;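 also: luminescence divided by OD600 gain over 9 h not by final OD600 alone; inactives centre near 13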
HDAC3 inh: inhibitors of human histone deacetylase 3 | O15379 | recombinant HDAC3, fluorogenic peptide/trypsin coupled, fluorescence | inhibition, % at 8.3 µM | hit rate 0.15% among 320,000; in the data active = inhibition above about 26%, passing the limit was not always enough
Target sequence (O15379 whole entry, looked up): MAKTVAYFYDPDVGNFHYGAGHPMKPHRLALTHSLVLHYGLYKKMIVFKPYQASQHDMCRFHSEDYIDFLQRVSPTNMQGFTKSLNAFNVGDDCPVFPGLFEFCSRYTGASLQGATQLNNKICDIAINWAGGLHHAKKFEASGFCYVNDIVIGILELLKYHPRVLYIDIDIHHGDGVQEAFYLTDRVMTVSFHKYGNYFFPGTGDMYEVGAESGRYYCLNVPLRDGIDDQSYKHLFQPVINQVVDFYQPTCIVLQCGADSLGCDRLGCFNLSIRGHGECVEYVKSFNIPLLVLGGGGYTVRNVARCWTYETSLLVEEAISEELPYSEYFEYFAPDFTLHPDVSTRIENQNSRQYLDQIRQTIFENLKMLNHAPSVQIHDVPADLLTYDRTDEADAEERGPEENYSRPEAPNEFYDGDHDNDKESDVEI
HSF1 inh: HSF1 inhibition; hit rate 0.77% among 300,000; NIH3T3-HGL HSE-luciferase, MG132-induced, luminescence 8 h; stronger effect = lower value; activity change, negative = inhibition, % at 7.5 µM (by protocol);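 active = more than half of replicate wells show activity change below -50%, luminescence cut by over half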;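 also: luciferase reports HSF-1 transcriptional activity via heat shock element; 0% = median of DMSO wells and -100% = zero luminescence signal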
Platelet DG rel: modulates dense granule release in human platelets | human platelet-rich plasma, SFLLRN dense granule ATP release, luminescence | inhibition, %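 (compounds screened at 7.5 µM in platelet-rich plasma)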 | hit rate 0.22% among 300,000;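 active = mean replicate score, as percent of positive control, at or above 50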
Starred values were filed as active, the others as inactive; · = not tested or not shown.

1	Cc1ccc(CS(=O)Cc2ccc(C(=O)NC3CCCC(C)C3C)o2)cc1 (centres undefined)
2	COc1cc(OC)c(OC)cc1CNc1nnnn1C
3	CCNc1nc(SCC(=O)Nc2ccc(Cl)c(Cl)c2)nc(N2CCOCC2)n1
4	CCCn1c(=N)n(CC(=O)O)c2ccccc21
5	Cc1ccc(Cn2c(SCCN3CCCCC3)nc3c2c(=O)n(C)c(=O)n3C)cc1
6	Cc1nc(N[C@@H](Cc2c[nH]c3ccccc23)C(=O)O)c2oc3ccccc3c2n1
7	COc1cc(SC)ccc1C(=O)N1CCN(Cc2ccccc2)CC1
8	CCOC(=O)N1CCC(NC(=O)c2ccc3c(c2)N=C(C)c2c(C)ccc(C)c2S3)CC1
Compound	1	2	3	4	5	6	7	8
HSF-1 act	-8	-10	20	-15	13	·	-23	1
KLF5 inhibitor	-19	-32	10	-7	-10	1	-10	71*
IEC-6 tox	4	3	6	-2	2	9	5	87*
aSyn 5UTR inh	30	5	28	-4	-13	·	9	37
HSP90 refold inh	1	5	-1	3	2	-2	0	-3
HIF act	-0.2	-0.3	-0.7	-0.9	0.1	·	0.1	0.6
AI-2 QS modul	11	11	21	12	25	30	21	·
HDAC3 inh	-1	-4	9	-1	11	3	11	0
HSF1 inh	-4	-7	13	-2	4	·	-24	4
Platelet DG rel	-5	2	6	2	5	·	3	-4

9	O=C(/C=C/c1ccccc1)NCCSCc1ccc(Cl)cc1
10	Nn1c(SCC(=O)N2CCCCCC2)nnc1-c1ccncc1
11	Cc1ccccc1-c1nnc(SCCOc2ccc3c(C)cc(=O)oc3c2)o1
12	COc1ccc(C(CC(=O)N2CCCC(C)C2)c2c(O)cc(OC)cc2OC)cc1 (centres undefined)
13	CC(Sc1n[nH]c(N)n1)C(=O)Nc1ccccc1-c1ccccc1 (centres undefined)
14	CCCCc1nc(SCC(=O)Nc2ncccn2)n[nH]1
15	CCOc1ccc(-c2cc(C(=O)N3CCCC3)c3ccccc3n2)cc1
16	COc1ccc(S(=O)(=O)N2CCN(CC(=O)Nc3ccccc3Cl)CC2)cc1
Compound	9	10	11	12	13	14	15	16
HSF-1 act	0	-3	8	31	-17	-49	24	-6
KLF5 inhibitor	-20	-19	-21	·	-20	-26	-62	-37
IEC-6 tox	6	-2	-1	·	-3	-3	5	4
aSyn 5UTR inh	20	10	-17	2	-4	10	-68	-11
HSP90 refold inh	-5	-3	2	·	0	2	-1	3
HIF act	0.0	-0.1	-0.1	0.2	-1.1	-0.3	2.0	0.0
AI-2 QS modul	6	18	4	7	15	24	18	8
HDAC3 inh	4	-2	-7	4	-3	-11	-68	-9
HSF1 inh	-8	-9	-11	22	-7	-39	12	-1
Platelet DG rel	5	-3	-17	-2	-1	7	12	14

17	Cc1ccc(NC(=O)CSc2nc(O)cc(=O)n2C)cc1
18	CC(C)Oc1cccc(C(=O)NC(=S)N2CCN(c3ccc(C(F)(F)F)cc3[N+](=O)[O-])CC2)c1
19	O=c1nc(NCc2ccco2)sc2ncccc12
20	O=C(NCCCCNC(=O)c1ccco1)c1ccco1
21	Cc1ccc(C(=O)NCCN2C3=NC[C@H](Cc4ccc(O)cc4)N3C[C@H]2Cc2ccc(O)cc2)cc1Br
22	O=C(Nc1cccc(S(=O)(=O)N2CCOCC2)c1)[C@@H]1CCCN1S(=O)(=O)c1ccc(Cl)cc1
23	COc1ccc2[nH]c(C(=O)O)c(NS(=O)(=O)c3ccc(OC)c(OC)c3)c2c1
24	Cc1cccc2nc(CSc3ncccc3C(=O)O)cn12
Compound	17	18	19	20	21	22	23	24
HSF-1 act	-12	48	4	-5	-18	-6	-9	-1
KLF5 inhibitor	-1	-23	-1	-43	·	27	10	-11
IEC-6 tox	-2	-6	-2	1	·	-3	6	7
aSyn 5UTR inh	-7	41	10	25	21	6	-13	26
HSP90 refold inh	5	3	0	2	·	-1	0	9
HIF act	-49	-0.2	·	-0.2	-0.2	-2.4	-0.7	-1.4
AI-2 QS modul	19	9	12	17	58	28	13	30
HDAC3 inh	-5	4	2	-3	-1	-3	-6	-1
HSF1 inh	0	8	-1	4	-1	-1	-7	-5
Platelet DG rel	-6	-1	3	-5	0	7	-1	-2

25	COc1ccc(N2CCN(C(=O)c3ccc(CS(=O)c4cccc(C)c4)o3)CC2)cc1 (centres undefined)
26	Cc1cc(C)c2cc(C#N)c(N3CCCN(S(=O)(=O)c4ccccc4)CC3)nc2c1
27	FC(F)(F)Oc1ccccc1-c1nnc(-c2cccc(C(F)(F)F)c2)o1
28	CCOc1ccc(N2CC(C(=O)Nc3cc(C)on3)CC2=O)cc1 (centres undefined)
29	CC(C)(CO)NCC(=O)Nc1cc(C(F)(F)F)cc(NC(=O)CNC(C)(C)CO)c1Cl
30	COc1ccc(C(=O)NCCC2=CCCCC2)cc1S(=O)(=O)N1CCOCC1
31	Cc1ccc(S(=O)(=O)N2CCC(C(=O)Nc3nnc(C4CCCC4)s3)CC2)cc1
32	CCc1nnc(NC(=O)CSc2nc3[nH]ncc3c(=O)[nH]2)s1
Compound	25	26	27	28	29	30	31	32
HSF-1 act	16	8	·	-6	7	6	9	12
KLF5 inhibitor	-4	-22	-1	-6	-35	·	11	14
IEC-6 tox	9	3	6	4	2	·	2	-2
aSyn 5UTR inh	9	-18	·	25	30	-3	31	-1
HSP90 refold inh	-4	-1	1	3	-4	·	-1	2
HIF act	1.2	-0.5	·	0.1	-0.2	-0.5	0.2	-0.3
AI-2 QS modul	-2	0	22	21	30	19	15	3
HDAC3 inh	7	-3	3	4	-12	-7	-6	-2
HSF1 inh	3	-4	·	10	-5	2	4	3
Platelet DG rel	4	-4	·	14	-11	-12	-2	1

33	COc1cccc(C(C(=O)NC2CCCCC2)N(C(=O)Cc2cccs2)c2ccc(-n3cnnn3)c(OC)c2)c1 (centres undefined)
34	Nc1nc(SCC(=O)N2N=C(c3ccc(Cl)cc3)CC2c2ccco2)n[nH]1 (centres undefined)
35	Nc1cc(C(=O)OCC(=O)NCCCc2ccccc2)ccc1Cl
36	COc1ccc(NC(=S)N(CCCN2CCOCC2)Cc2cn(C)c3ccccc23)cc1
37	CC1(C)CCc2cc(-c3ccn(S(=O)(=O)c4ccccc4Cl)n3)ccc2O1
38	CC(=O)c1cccc(Nc2c([N+](=O)[O-])c(=O)oc3ccccc23)c1
39	O=C(CCC(=O)OCc1cccc([N+](=O)[O-])c1)Nc1ccccc1Cl
40	FC(F)(F)COc1cc(-c2nnc(SCc3ccccc3)n2Cc2ccco2)cc(OCC(F)(F)F)n1
Compound	33	34	35	36	37	38	39	40
HSF-1 act	35	0	31	-14	19	3	13	29
KLF5 inhibitor	-9	-15	-26	-12	-18	-13	-19	-6
IEC-6 tox	-4	-2	3	-4	-2	-6	-5	-4
aSyn 5UTR inh	13	22	-4	-12	-84	7	-7	24
HSP90 refold inh	3	-2	-5	-1	2	1	-2	-1
HIF act	-0.8	0.4	-8.2	-37	2.2	1.3	-0.4	-0.8
AI-2 QS modul	13	41	14	29	9	6	4	10
HDAC3 inh	3	6	-6	1	11	2	-7	·
HSF1 inh	7	5	0	-9	5	2	-5	14
Platelet DG rel	0	-5	5	-3	-5	3	-2	7

41	CCc1nc(SCc2ccc(OC)c(Br)c2)n[nH]1
42	CCN(CC)C(=N)N1c2ccccc2CCC1C (centres undefined)
43	Brc1ccc(-c2nnc(-c3cccnc3)c3conc23)cc1
44	CCCOC(=O)/C(=C\C=C\c1ccco1)NC(=O)c1ccccc1
45	Cc1ccc(Cl)cc1NC(=S)N(CCCN1CCN(C)CC1)Cc1cccs1
46	CC(NC(=O)c1ccc2c(c1)OCO2)c1ccccc1 (centres undefined)
47	O=C(COc1ccc(F)c(Cl)c1)N1CCN(c2ccccn2)CC1
48	COc1ccc(CNC(=O)CSc2nc3ccccc3n2C(C)=O)cc1
Compound	41	42	43	44	45	46	47	48
HSF-1 act	-2	-24	6	48	-5	-79	21	-4
KLF5 inhibitor	-33	-35	20	16	-5	-18	13	-7
IEC-6 tox	11	-5	2	-3	-3	2	-3	8
aSyn 5UTR inh	-10	6	-39	-86	-3	-2	-3	6
HSP90 refold inh	-3	-3	5	5	2	-4	1	3
HIF act	-0.4	-0.3	1.4	1.1	2.4	0.0	-0.3	0.9
AI-2 QS modul	-50	6	4	16	4	26	24	8
HDAC3 inh	6	1	2	8	0	-4	-2	9
HSF1 inh	2	-5	-1	22	-8	-71*	1	5
Platelet DG rel	0	2	1	12	1	13	10	-4

By substructure: those above with two or more sulfur atoms.
22	O=C(Nc1cccc(S(=O)(=O)N2CCOCC2)c1)[C@@H]1CCCN1S(=O)(=O)c1ccc(Cl)cc1
31	Cc1ccc(S(=O)(=O)N2CCC(C(=O)Nc3nnc(C4CCCC4)s3)CC2)cc1
32	CCc1nnc(NC(=O)CSc2nc3[nH]ncc3c(=O)[nH]2)s1
45	Cc1ccc(Cl)cc1NC(=S)N(CCCN1CCN(C)CC1)Cc1cccs1
Compound	22	31	32	45
HSF-1 act	-6	9	12	-5
KLF5 inhibitor	27	11	14	-5
IEC-6 tox	-3	2	-2	-3
aSyn 5UTR inh	6	31	-1	-3
HSP90 refold inh	-1	-1	2	2
HIF act	-2.4	0.2	-0.3	2.4
AI-2 QS modul	28	15	3	4
HDAC3 inh	-3	-6	-2	0
HSF1 inh	-1	4	3	-8
Platelet DG rel	7	-2	1	1

Next part
49	CCOc1nc(OCC)nc(N2CCC(C)CC2)n1
50	O=C(CN1C(=O)c2cccc3cccc(c23)C1=O)N1CCN(Cc2ccc3c(c2)OCO3)CC1
51	CCOC(=O)c1[nH]c(C)c(C(=O)NCCc2ccc(OC)cc2)c1C
52	Cc1cccn2c(=O)c(/C=C(\C#N)S(=O)(=O)c3ccc(Cl)cc3)c(N3CCC(C(N)=O)CC3)nc12
53	CCc1ccc(NC(=O)c2ccc(Cn3cc([N+](=O)[O-])cn3)cc2)cc1
Compound	49	50	51	52	53
HSF-1 act	16	40	12	5	-1
KLF5 inhibitor	-27	-15	3	-21	-38
IEC-6 tox	-2	-1	2	10	7
aSyn 5UTR inh	3	-50	15	17	-37
HSP90 refold inh	-2	0	1	2	-1
HIF act	0.3	0.1	-0.4	-0.3	0.6
AI-2 QS modul	15	6	11	16	7
HDAC3 inh	-1	-2	-6	2	-3
HSF1 inh	-1	9	-2	3	-1
Platelet DG rel	-23	7	13	-13	18
